GRK2 aptamer HTS: compounds blocking aptamer binding on GRK2 – biochemical, human GRK2, bead flow cytometry, HTS, primary screen; inhibition of aptamer binding, % at 10 µM; Beta-adrenergic receptor kinase 1 (Homo sapiens), P25098; FAM-aptamer displacement from GRK2; actives 0.59% (n = 330,000); AID 488847, 2010;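 active = inhibition of aptamer binding above 40%, roughly 3 SD of noise, on plates passing a quality check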;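 note: median bead fluorescence of bound FAM aptamer so fluorescent compounds give negative values; no value below 0 was filed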
MEP2-GFP yeast: modulators of MEP2-GFP levels in yeast, primary screen, S. cerevisiae, multiplex flow cytometry, MLPCN library; S. cerevisiae MEP2-GFP strain, 3 h; 100% = DMSO control level; AID 2016, 2009; GFP response vs DMSO, % at 10 µM; actives 0.51% (n = 330,000);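 active = GFP response versus DMSO above a set limit, roughly screen mean plus 3 SD, cut at about 180% in these data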;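 note: median GFP fluorescence of the barcode-gated MEP2-GFP cells per well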
CIT2-GFP yeast: modulators of CIT2-GFP expression in yeast, primary screen, S. cerevisiae, GFP fusion, multiplex flow cytometry, MLPCN library; S. cerevisiae CIT2-GFP strain, 3 h; 100 means same as DMSO wells; GFP response vs DMSO, % at 10 µM; actives 0.065% (n = 320,000); AID 2029, 2009;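 active = GFP response relative to DMSO above a set limit, near the screen mean plus 3 SD, cut at about 150% in these data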;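 note: ratio of well median GFP fluorescence to mean of DMSO wells on the plate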
CR mimetic SO: reduction of superoxide in aged yeast, primary screen, HTS; superoxide response (% of plate mean), % at 10 µM; actives 0.18% (n = 330,000); S. cerevisiae aged cells, superoxide DHE fluorescence; stronger effect = lower value;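 active = superoxide response under a set limit, about three screen SD below normal, cut at about 65% in these data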;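 note: yeast aged for seven days with compound at 30 °C before DHE staining; 100% = average MFI of all compound-treated wells on the plate with controls excluded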
RPL19A TOR yeast: RPL19A-GFP expression modulators in yeast, primary screen, cell-based, S. cerevisiae, multiplex flow cytometry, MLPCN; S. cerevisiae RPL19A-GFP strain, 3 h; stronger effect = lower value; AID 2025, 2009; percent response vs DMSO, % at 10 µM; actives 0.3% (n = 330,000);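 active = percent response vs DMSO below 50%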;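 note: median channel GFP fluorescence of the barcoded RPL19A-GFP strain; ratio of sample median GFP to plate DMSO average so 100% = DMSO; lower means less RPL19A-GFP as with rapamycin TOR inhibition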
AGP1 TOR yeast: modulators of AGP1-GFP expression in yeast TOR pathway, primary screen, cell-based, multiplex flow cytometry, S. cerevisiae, MLPCN library; 3 h; GFP as percent of DMSO wells; GFP response vs DMSO, % at 10 µM; actives 0.02% (n = 320,000); AID 2066, 2009;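 active = GFP response relative to DMSO above a set limit, near screen average plus 3 SD, cut at about 150% in these data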;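 note: median GFP channel fluorescence of the gated AGP1 strain per well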
LAP4-GFP MLPCN: modulators of LAP4-GFP expression in yeast, primary screen, S. cerevisiae, multiplex flow cytometry, MLPCN library. 3 h; median GFP as percent of DMSO wells. GFP response vs DMSO, % at 10 µM. actives 0.34% (n = 320,000);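 active = GFP response vs DMSO above a set limit, about the screen mean plus 3 SD, cut at about 150% in these data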
VLA-4 inh: inhibition in human VLA-4 binding assay, primary screen, VLA-4 allosteric modulator project, MLPCN library, flow cytometry, VLA-4 expressing cells; Integrin alpha-4 (Homo sapiens), P13612; ligand binding flow cytometry; inhibition, % (about 7 µM as worked out from the volumes in the protocol); actives 0.2% (n = 330,000); AID 2557, 2010; in the data active = inhibition above about 50%
Target sequence (P13612 whole entry, looked up): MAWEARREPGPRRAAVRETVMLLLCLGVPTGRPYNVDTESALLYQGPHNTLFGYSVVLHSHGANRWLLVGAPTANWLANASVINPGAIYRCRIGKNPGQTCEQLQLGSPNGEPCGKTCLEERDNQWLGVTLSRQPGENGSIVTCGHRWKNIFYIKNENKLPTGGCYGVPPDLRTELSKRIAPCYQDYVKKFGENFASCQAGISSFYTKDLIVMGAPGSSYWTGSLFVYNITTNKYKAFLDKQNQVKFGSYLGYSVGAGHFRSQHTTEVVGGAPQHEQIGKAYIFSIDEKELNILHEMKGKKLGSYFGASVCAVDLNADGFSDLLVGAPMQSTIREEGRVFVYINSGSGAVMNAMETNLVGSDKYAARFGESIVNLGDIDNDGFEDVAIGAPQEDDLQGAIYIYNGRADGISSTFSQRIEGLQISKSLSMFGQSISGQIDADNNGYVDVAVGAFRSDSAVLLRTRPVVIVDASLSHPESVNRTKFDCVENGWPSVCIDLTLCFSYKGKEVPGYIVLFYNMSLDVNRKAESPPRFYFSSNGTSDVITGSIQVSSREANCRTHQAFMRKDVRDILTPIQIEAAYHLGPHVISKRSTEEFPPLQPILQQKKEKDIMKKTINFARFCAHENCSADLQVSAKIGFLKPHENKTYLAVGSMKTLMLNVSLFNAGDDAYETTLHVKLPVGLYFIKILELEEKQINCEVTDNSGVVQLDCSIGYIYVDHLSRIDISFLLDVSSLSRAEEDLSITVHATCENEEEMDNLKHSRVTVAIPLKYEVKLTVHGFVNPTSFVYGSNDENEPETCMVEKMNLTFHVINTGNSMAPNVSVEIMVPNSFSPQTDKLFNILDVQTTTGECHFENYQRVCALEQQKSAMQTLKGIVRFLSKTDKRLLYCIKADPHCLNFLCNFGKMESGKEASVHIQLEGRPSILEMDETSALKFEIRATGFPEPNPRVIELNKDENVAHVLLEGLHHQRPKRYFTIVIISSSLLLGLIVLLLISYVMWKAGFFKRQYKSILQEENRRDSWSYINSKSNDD
Numbers without * were called inactive; / = no result given. Random draw from the library, and some 1.7% of all compounds hit somewhere here.

item	smiles	GRK2 aptamer HTS	MEP2-GFP yeast	CIT2-GFP yeast	CR mimetic SO
1	COc1ccc(C2(C(=O)N3CCCC3)CCOCC2)cc1OC	1	100	104	99
2	CNc1oc(/C=C/c2cccc(OC)c2)nc1C#N	0	101	104	98
3	CCOc1ccc(Br)cc1CN(CC)CC	0	105	115	99
4	O=c1c2ccccc2[nH]c(=S)n1CCN1CCCC1	0	93	96	96
5	CN(C)c1nccc(NCc2ccccc2)c1C#N	4	106	102	88
6	CCOc1ccc(C2C=C(c3ccc(C)cc3)Nc3ncnn32)cc1 (stereo not drawn)	0	106	102	99
7	CCOc1ccc(OCC)c(NC(=O)CSc2nnc(Cn3cnc4ccccc43)n2C)c1	0	94	99	102
8	COC(=O)c1sc(NC(=O)c2cnccn2)c(C(=O)OC)c1C	2	101	93	107
9	CCC(C)NC(=O)Cc1ccc(-c2ccccc2)cc1 (stereo not drawn)	3	105	98	103
10	CCOC(=O)C1CCN(S(=O)(=O)c2ccc3[nH]c4c(c3c2)CCCC4)CC1	0	86	97	97
11	COC(CNC(=O)c1ccc(CS(=O)(=O)c2c(Cl)cccc2Cl)o1)OC	6	86	100	102
12	CC(C)C(=O)NCc1cc(-c2ccc(Cl)cc2)no1	0	97	104	102
13	CCCCN(C(=O)C1=NN(c2ccccc2)C(=O)CC1)c1c(N)n(CCC)c(=O)[nH]c1=O	0	104	107	76
14	CC(C)(C)OC(=O)N[C@@H](Cc1ccccc1)C(=O)NCC1CCC(C(=O)N[C@@H](CCC(N)=O)C(=O)O)CC1 (stereo partly drawn)	0	101	98	93
15	COc1ccc(CNC(=O)N[C@H](C(=O)O)C(C)C)cc1OC	2	98	101	105

item	RPL19A TOR yeast	AGP1 TOR yeast	LAP4-GFP MLPCN	VLA-4 inh
1	97	105	109	-10
2	100	92	98	12
3	102	111	112	-5
4	93	96	94	-1
5	109	104	93	8
6	103	104	116	12
7	95	98	93	-3
8	102	101	105	25
9	103	94	81	-2
10	99	97	94	3
11	95	92	86	16
12	99	99	89	-2
13	99	100	98	-3
14	101	96	94	12
15	100	98	102	-6

Remaining list, next part.
item	smiles	GRK2 aptamer HTS	MEP2-GFP yeast	CIT2-GFP yeast	CR mimetic SO
16	CCOc1ccc(C2/C(=C(/O)c3ccc(S(=O)(=O)N4CCCCC4)cc3)C(=O)C(=O)N2CCCOC)cc1OC (stereo not drawn)	0	104	107	90
17	COc1ccc2c(c1)CCCC21NC(=O)N(CC(=O)N2CC(C)OC(C)C2)C1=O (stereo not drawn)	2	94	87	111
18	CCOCc1c(C(=O)OCC(=O)/C(C#N)=C(\C)N)oc2ccccc12	0	96	98	103
19	CSCC[C@H](NC(=O)Nc1ccc(C)cc1C)C(=O)O	0	93	95	96
20	CCCN(S(=O)(=O)c1ccccc1F)S(=O)(=O)c1ccccc1Br	0	101	94	115
21	CCSc1nnc(NC(=O)C(NC(=O)c2ccc(Cl)cc2)C(C)C)s1 (stereo not drawn)	0	94	96	114
22	Cc1cccc(NC(=S)NCCc2ccc(S(N)(=O)=O)cc2)c1C	3	108	107	84
23	CSCCC(NC(=O)c1c(C)oc2c1CCCC2)C(=O)O (stereo not drawn)	6	102	109	79
24	CN(CC(=O)Nc1ccccc1Cl)C(=O)Cn1cc(C(F)(F)F)ccc1=O	65*	98	103	82
25	CC(C)(C)C(=O)Nc1nc2c(s1)CN(Cc1ccccc1)CC2	0	100	95	100
26	CC(=O)N=c1c(C#N)cc2c(=O)n3cccc(C)c3nc2n1CCCOC(C)C	2	98	84	116
27	CC(=O)NC(CC(=O)c1ccc([N+](=O)[O-])cc1)C(Cl)(Cl)Cl (stereo not drawn)	2	102	95	96
28	Cc1ccc(-c2noc(-c3cc(C(C)(C)C)nn3Cc3ccccc3)n2)cc1	0	98	105	104
29	CCOC(=O)C1=C(N)n2c(s/c(=C\c3ccncc3)c2=O)=C(C(=O)OCC)C1c1ccncc1 (stereo not drawn)	2	103	103	103
30	Cc1cc(Br)ccc1NC(=O)CN1C(=S)NC(C)(C)CC1C (stereo not drawn)	0	107	120	92

item	RPL19A TOR yeast	AGP1 TOR yeast	LAP4-GFP MLPCN	VLA-4 inh
16	104	104	94	13
17	94	90	81	11
18	99	106	102	-5
19	91	89	93	10
20	99	97	94	2
21	104	99	96	12
22	101	98	94	-1
23	107	109	101	-1
24	95	101	96	2
25	96	95	98	-10
26	98	97	101	-12
27	101	93	93	1
28	99	103	107	2
29	101	100	98	19
30	103	112	105	10

(next part)
item	smiles	GRK2 aptamer HTS	MEP2-GFP yeast	CIT2-GFP yeast	CR mimetic SO
31	CC(OC(=O)c1nn(C)c(=O)c2ccccc12)C(=O)NC1CCCCC1C (stereo not drawn)	4	99	102	99
32	CN(C)c1cccc(C(=O)N2CCCC(CCC(=O)N3CCN(c4ccccn4)CC3)C2)c1 (stereo not drawn)	1	98	102	91
33	COc1ccc(OC)c(CCNC(=O)Cc2ccc(NC3=NC4CS(=O)(=O)CC4S3)cc2)c1 (stereo not drawn)	2	102	115	82
34	COc1ccc(NC(=S)N(CCN2CCCCC2)Cc2ccco2)cc1	0	97	111	88
35	COCCOC(=O)C1=C(C)NC(=O)NC1c1ccc(Cl)cc1 (stereo not drawn)	5	93	78	92
36	CCN1CCc2c(OCC(=O)Nc3ccc(C)cc3)cccc2C1=O	2	98	109	99
37	O=C(Oc1c(Cl)cc(Cl)c2cccnc12)N1CCCCC1	1	100	99	115
38	Cc1cc(NC(=O)c2nn3cccnc3c2Cl)no1	1	101	/	117
39	Cc1noc(C)c1COC(=O)CNC(=O)c1ccc(Cl)cc1	0	100	90	99
40	O=C(COc1cccc2ccccc12)NNC(=O)c1cnccn1	0	104	91	100
41	CC12/C(=N/O)C3C4CC5C3/C(=N/O)C1C5C42 (stereo not drawn)	0	100	100	86
42	Cc1noc(C)c1C(=O)OCC(=O)Nc1ccc(N2CCOCC2)cc1	1	90	85	112
43	Cc1c(C)n2c(SCC(=O)NCc3ccc4c(c3)OCO4)nnc2[nH]c1=O	1	97	96	102
44	Cc1cc(=O)[nH]c(SCC(=O)Nc2c(C)n(C)n(-c3ccccc3)c2=O)c1C#N	0	93	85	97
45	COc1ccc(CCNc2nc(=S)[nH]c3cc(OC)c(OC)cc23)cc1OC	0	98	101	63*

item	RPL19A TOR yeast	AGP1 TOR yeast	LAP4-GFP MLPCN	VLA-4 inh
31	100	110	101	11
32	101	105	101	-5
33	105	108	95	-15
34	96	107	105	7
35	114	81	77	0
36	95	106	107	8
37	97	94	95	1
38	101	95	92	0
39	91	81	78	-5
40	99	96	104	6
41	97	98	97	10
42	91	90	90	19
43	89	95	93	14
44	93	95	102	9
45	100	98	89	2

Other results follow.
item	smiles	GRK2 aptamer HTS	MEP2-GFP yeast	CIT2-GFP yeast	CR mimetic SO
46	CC(Sc1nc2ccccc2n1C)C(=O)NC(c1ccccc1)c1ccccc1 (stereo not drawn)	0	110	106	118
47	Cc1nc(NC(=O)c2ccccc2)sc1-c1csc(Nc2ccc(Cl)cc2)n1	0	101	98	97
48	COc1cc(NS(=O)(=O)c2ccc(N/C=C(\C=O)c3nc4ccccc4o3)cc2)nc(OC)n1	4	108	93	111
49	Cc1ccc(-n2c(SCCN)nnc2-c2cccc(C)c2)cc1	0	104	110	86
50	Cc1ccc(CCNC(=O)C2CCCN(c3ncnc4c3nc3n4CCCCC3)C2)cc1 (stereo not drawn)	6	93	100	100
51	CC(C)NC(=O)COC(=O)c1cc(Br)ccc1Cl	3	105	101	113
52	Cc1cc(C)n(-c2ccc(C(=O)NCC(c3ccco3)N3CCCC3)cc2)n1 (stereo not drawn)	0	103	98	112
53	O=C(COC(=O)COc1ccccc1F)NCCc1ccc(F)cc1	10	102	101	96
54	COc1ccc(NC(=O)C2CCN(S(=O)(=O)c3ccc(C)cc3)CC2)cc1OC	0	98	106	84
55	C/C(=N\NC(=O)c1c(Br)cnn1C)c1ccc(NC(=O)c2ccc(F)cc2)cc1	2	102	100	102

item	RPL19A TOR yeast	AGP1 TOR yeast	LAP4-GFP MLPCN	VLA-4 inh
46	99	103	105	7
47	103	103	100	22
48	100	106	104	15
49	100	111	111	-2
50	93	99	92	0
51	105	106	100	32
52	102	97	99	2
53	100	109	109	4
54	105	105	95	4
55	101	103	94	-6

Bioassay records as filed in PubChem BioAssay.
